# SIRT5 inh – blocks human SIRT5 desuccinylation of peptide; Q9NXA8; Purified SirT5, succinyl-peptide AMC, trypsin-coupled fluorescence; inhibition, % at 15 µM; actives 1.1% (n = 330,000); AID 652115; in the data active = inhibition above about 15%; inconclusive = no clear call, values can overlap the other calls
# Target sequence (Q9NXA8 whole entry, looked up): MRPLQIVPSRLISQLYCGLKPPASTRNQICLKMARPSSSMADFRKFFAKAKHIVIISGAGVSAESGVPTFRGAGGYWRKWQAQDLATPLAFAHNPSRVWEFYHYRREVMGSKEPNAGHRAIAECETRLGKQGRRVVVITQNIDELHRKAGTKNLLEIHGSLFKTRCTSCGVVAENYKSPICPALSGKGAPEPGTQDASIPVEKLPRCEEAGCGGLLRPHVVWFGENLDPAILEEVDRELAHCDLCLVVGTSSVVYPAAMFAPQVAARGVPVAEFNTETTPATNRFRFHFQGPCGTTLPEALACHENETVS
# ERAP1 inh – inhibitors of human ERAP1 aminopeptidase. Q9NZ08. recombinant ERAP1, Leu-AMC fluorescence, 60 min. inhibition, % at 10.7 µM. actives 0.15% (n = 340,000);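 active = mean replicate inhibition of at least 30%, or all replicates individually reaching that 30% level; inactive = mean below 30% and not every replicate reaching it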;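 note: 0% = neutral control wells and 100% = L-leucinethiol positive control wells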
# S100A4 MyoIIA – inhibitors of human S100A4 binding to myosin IIA peptide. S100A4/TAMRA-MyoIIA peptide fluorescence polarization. inhibition, % at 10.7 µM. actives 0.14% (n = 360,000);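 active = mean inhibition of at least 70% across replicates, with every replicate also reaching that level; inconclusive = mean inhibition reaches 70% but some replicates fall short; inactive = mean inhibition below 70%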
# Target sequence (P26447 whole entry, looked up): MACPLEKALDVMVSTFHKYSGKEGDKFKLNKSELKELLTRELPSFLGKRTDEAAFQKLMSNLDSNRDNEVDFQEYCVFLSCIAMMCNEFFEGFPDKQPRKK
#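 assay system = human S100A4 monomer with TAMRA-labelled myosin IIA peptide | also added = labelled myosin peptide probe, 5 nM | incubation = 5 min between mix addition and reading | control set = DMSO and TFP controls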
# LGR2 inh – blocks bursicon-induced cAMP signaling via Drosophila LGR2. HEK293 LGR2, CRE-luciferase, bursicon-stimulated, 4 h. inhibition, % at 9.99 µM. actives 0.35% (n = 380,000). AID 720647;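 active = drop in luminescence signal, shown as inhibition above about 50% in the replicate tests, limit read from the data, passing the limit was not always enough; inconclusive = probably only some replicates passing the limit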;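 note: agonist challenge used bursicon conditioned medium at about half maximal strength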
# XiGFP reactiv – reactivates the inactive X chromosome in mouse fibroblasts; XiGFP mouse fibroblasts, % GFP-positive cells imaging, 3 d; cells co-treated with 5-aza-dC sensitizer; scaled so ellipticine positive control = 100%; activation, % at 7.58 µM; actives 0.055% (n = 360,000); AID 743238;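 active = mean normalized replicate activation at least 10% and every replicate at or above 10%; inconclusive = only one of the two criteria met; inactive = mean below 10% and not all replicates reach 10%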;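 note: 0% = median of on-plate neutral control wells and 100% = ellipticine 6 µM median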
#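 System: SV40-immortalized XiGFP fibroblast cells, line 68-5-11 / Incubation: 3-day compound exposure, then 15 min fixation at room temperature / Compound: single concentration per compound, delivered by pin transfer / Buffer or medium: DMEM plus 5-aza-dC sensitizer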
# C2C12 statin – suppression of simvastatin myotoxicity | AID 602340 | C2C12 myotubes + simvastatin, ATP luminescence, 48 h; scaled: DMSO 0, geranylgeraniol control 100 | actives 0.78% (n = 330,000) | rescue of ATP level, % at 7.49 µM;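 active = mean ATP rescue above about 67%, or every replicate alone reaching that limit, limit read from the data, passing the limit was not always enough; inconclusive = no clear call, values can overlap the other calls; inactive = mean under the limit and some replicate under it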;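 note: myotubes were challenged with 10 µM simvastatin during compound exposure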
# Cneo AK release – Cryptococcus neoformans lysis via adenylate kinase release; lysis activity, % at 15 µM; C. neoformans lysis, adenylate kinase release luminescence, 4 h; normalised: neutral wells 0, clomiphene wells 100; actives 0.2% (n = 360,000);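 active = mean lysis activity across replicates of at least 80%, whatever share of replicates individually reach that level; inactive = mean lysis activity below 80%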
#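 Material: C. neoformans cells | Amount: Yeast cell density of 5 × 10^6 cells/mL | Medium: Fresh YPD growth medium | Dosing: Single dose | Times: Static 4 h at 37 °C with compound, 1 h detection | Detection: AK luminescence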
# PGC1a acetyl inh – lowers PGC1a acetylation signal in U2OS cells | AlphaScreen anti-acetyl-lysine; with virally co-expressed GCN5 acetyltransferase | inhibition, % at 15.6 µM | actives 0.17% (n = 350,000);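 active = every replicate shows inhibition of at least 40%; inconclusive = mean inhibition at least 40% but some replicate below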;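 note: 0% = neutral control wells and 100% = positive control wells; some results beyond the cut were filed as inactive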
# Numbers without * were called inactive; u = inconclusive; x = not tested or not shown. A portion of the library; count on the stated rates, not on these rows.
SMILES,SIRT5 inh,ERAP1 inh,S100A4 MyoIIA,LGR2 inh,XiGFP reactiv,C2C12 statin,Cneo AK release,PGC1a acetyl inh
Cn1cnc(S(=O)(=O)N[C@@H]2CC[C@@H](CC(=O)Nc3ccccc3)O[C@H]2CO)c1,-5,0,9,6,-0.3,-1,-5,10
COc1cccc(N2CN(CCc3ccccc3)CNC2=S)c1,0,0,11,-6,0.2,x,-11,-7
NNC(=O)c1ccc(CSc2nc3ccccc3[nH]2)cc1,-5,1,-11,-2,0.0,x,x,6
COc1ccc(N2C(=O)c3ccc(C(=O)Nc4ccc(NC(C)=O)cc4)cc3C2=O)cc1,-2,-1,-7,12,0.0,5,-1,-10
CC[n+]1c(C)n(-c2ccccc2)c2ccc(NC(C)=O)cc21,-4,23,-7,-14,0.0,-106,0,-16
Cc1oncc1C(=S)Nc1ccccc1,x,x,x,13,x,-9,0,8
C/C=C/c1ccc2c(c1)O[C@H](CN(C)C(=O)Nc1ccc(C(F)(F)F)cc1)[C@@H](C)CN([C@@H](C)CO)S2(=O)=O,8,2,15,34,-1.0,-31,2,0
COc1ccccc1CNC(=O)c1cc(-c2cccnc2)nc2ccccc12,-3,8,-5,-3,0.1,-14,-2,6
C[C@H]1CN([C@@H](C)CO)C(=O)c2cccc(NS(=O)(=O)c3ccc(Cl)cc3)c2O[C@H]1CN(C)Cc1ccc(-c2ccccc2)cc1,9,-3,0,x,-0.9,u,50,0
O=C(C[C@@H]1CC[C@@H]2[C@H](COC[C@@H](O)CN2CC2CCOCC2)O1)NCc1ccc(Cl)cc1,0,-1,-3,0,0.0,-14,0,-2
CCN(C(=O)Cn1cnc2c1c(=O)n(C)c(=O)n2C)C1CCS(=O)(=O)C1 (centres undefined),-5,-5,-2,-6,0.1,0,1,1
C[C@@H]1CN([C@H](C)CO)C(=O)c2cccc(NC(=O)NC3CCCCC3)c2O[C@H]1CN(C)S(=O)(=O)c1ccc(Cl)cc1,-5,1,-4,-4,0.0,-1,4,0
C[C@H](O)C#Cc1cnc2c(c1)C(=O)N([C@@H](C)CO)C[C@H](C)[C@H](CN(C)C(=O)Cc1ccccn1)O2,-3,-1,-20,-7,-0.4,2,0,6
O=C(O)c1ccc(NS(=O)(=O)c2cccc(C(=O)Nc3cccc(C(=O)O)c3)c2)cc1,-1,-10,-11,-9,0.3,-8,2,8
COc1ccc(N2CCN(C(=O)c3ccc4c(c3)CCN4S(C)(=O)=O)CC2)cc1,x,3,-11,3,0.2,6,-2,4
CC(C(=O)N1CCN(C)CC1)N1C(=O)c2ccccc2C1=O (centres undefined),x,x,x,1,x,-6,3,0
O=C(NC1CCCCC1)c1cc(C2CC2)on1,2,-1,-6,-33,0.5,1,x,x
O=C(N[C@@H]1C=C[C@@H](CC(=O)N2CCc3ccccc3C2)O[C@@H]1CO)C1CCC1,7,0,48,11,0.0,2,-1,8
CC(=O)N1CN(S(=O)(=O)c2ccc(C)cc2)CC1C (centres undefined),2,3,0,-6,x,0,-2,2
C=CC[C@H](CC(=O)N(CCO)Cc1ccccc1)C(=O)N[C@H](COC(=O)[C@@H](CC=C)CC(=O)OC(C)(C)C)Cc1c[nH]c2ccccc12,x,x,-1,10,0.3,3,0,-4
C[C@@H]1CCCCO[C@@H](CN(C)Cc2ccncc2)[C@H](C)CN([C@H](C)CO)C(=O)c2cc(NC(=O)Nc3ccccc3)ccc2O1,3,-3,-2,-12,0.1,x,-1,2
Cc1ccc(Cl)cc1-c1cc(C(=O)NCC2CCCCC2)[nH]n1,-5,2,10,10,0.0,-16,-1,2
CC(C)CCN1CCN(Cc2ccc(C#CCCO)cc2)CC1CCO (centres undefined),12,0,-2,-24,0.0,1,x,-6
C[C@H](CO)N1C[C@H](C)[C@@H](CN(C)S(=O)(=O)c2ccc(Cl)cc2)Oc2ccc(NS(=O)(=O)c3cccs3)cc2CC1=O,-4,1,-1,-10,-1.3,-15,0,-4
COc1cccc(NC(=O)CN(C)C(=O)/C=C/c2cn(-c3ccccc3)nc2-c2ccc(C)cc2)c1,6,1,-2,25,-0.1,x,x,x

# Given as tab-separated lines: part of the list above.
canonical_smiles	SIRT5 inh	ERAP1 inh	S100A4 MyoIIA	LGR2 inh	XiGFP reactiv	C2C12 statin	Cneo AK release	PGC1a acetyl inh
Cn1cnc(S(=O)(=O)N[C@@H]2CC[C@@H](CC(=O)Nc3ccccc3)O[C@H]2CO)c1	-5	0	9	6	-0.3	-1	-5	10
COc1cccc(N2CN(CCc3ccccc3)CNC2=S)c1	0	0	11	-6	0.2	x	-11	-7
NNC(=O)c1ccc(CSc2nc3ccccc3[nH]2)cc1	-5	1	-11	-2	0.0	x	x	6
COc1ccc(N2C(=O)c3ccc(C(=O)Nc4ccc(NC(C)=O)cc4)cc3C2=O)cc1	-2	-1	-7	12	0.0	5	-1	-10
CC[n+]1c(C)n(-c2ccccc2)c2ccc(NC(C)=O)cc21	-4	23	-7	-14	0.0	-106	0	-16
Cc1oncc1C(=S)Nc1ccccc1	x	x	x	13	x	-9	0	8
C/C=C/c1ccc2c(c1)O[C@H](CN(C)C(=O)Nc1ccc(C(F)(F)F)cc1)[C@@H](C)CN([C@@H](C)CO)S2(=O)=O	8	2	15	34	-1.0	-31	2	0
COc1ccccc1CNC(=O)c1cc(-c2cccnc2)nc2ccccc12	-3	8	-5	-3	0.1	-14	-2	6
C[C@H]1CN([C@@H](C)CO)C(=O)c2cccc(NS(=O)(=O)c3ccc(Cl)cc3)c2O[C@H]1CN(C)Cc1ccc(-c2ccccc2)cc1	9	-3	0	x	-0.9	u	50	0

# Going on with the list.
SMILES,SIRT5 inh,ERAP1 inh,S100A4 MyoIIA,LGR2 inh,XiGFP reactiv,C2C12 statin,Cneo AK release,PGC1a acetyl inh
O=C(NCCCNC(=O)c1c(Cl)cccc1Cl)c1c(Cl)cccc1Cl,-4,x,-6,9,0.2,x,x,x
C=CCN1C(=O)[C@]2(O[C@H](CCn3cc(CCO)nn3)[C@@H]([Si](C)(C)c3ccc(OC)cc3)[C@@H]2C)c2cc(N3CCOC3=O)ccc21,3,0,10,x,x,x,-2,-12
O=C(Nc1ccc(CN2CCOCC2)cc1)c1cc(Br)ccc1Cl,-2,0,-5,-13,-0.1,10,1,x
CCC(=O)N1[C@H](CO)[C@@H]2c3ccccc3N(S(=O)(=O)c3ccccc3F)C[C@@H]21,0,1,u,9,0.2,-6,-3,-3
O=C(NCc1ccccc1)C(=O)NCC1OCCN1S(=O)(=O)c1cccs1 (centres undefined),-2,7,3,-17,0.0,5,3,2
COc1cccc(C(=O)NCCS(=O)(=O)N2CCN(c3ccccc3)CC2)c1OC,x,-3,-1,x,0.1,0,2,1
Cc1cccc(N=Nc2c(O)[nH]c3ccc(F)cc23)c1,3,1,5,-43,0.3,8,1,3
COc1ccc(NC(=O)c2ccc([N+](=O)[O-])s2)c([N+](=O)[O-])c1,-3,1,7,-21,0.0,42,-1,-36
O=C(CCCn1c(=S)[nH]c2ccsc2c1=O)Nc1ccc2c(c1)OCCO2,2,-2,-1,4,0.0,0,2,x
CCOC(=O)c1c(NC(=O)C2C3C=CC(C3)C2C(=O)O)sc2c1CC(C)CC2 (centres undefined),4,-15,-4,19,0.0,-15,x,-7
Cc1nc2ccccc2nc1CN1CCC(CO)(CC2CCCCO2)CC1 (centres undefined),x,x,x,4,0.1,-14,-3,0
O=C(CCCN1C(=O)c2cccc3cccc(c23)C1=O)N1CCc2ccccc2C1,x,x,x,4,x,-17,0,0
O=C(Nc1cccc(NC(=O)c2cccnc2)c1)c1ccccc1,-4,-1,-12,6,0.0,-9,0,x
Cc1ccc(S(=O)(=O)CCC(=O)OCC(=O)N2CCN(c3ccccc3)CC2)cc1,1,0,-2,7,-0.7,-13,2,0
Cc1ccc(S(=O)(=O)c2c(C)nn(C(C)(C)C)c2OC(=O)c2cccs2)cc1,x,x,x,4,x,-18,-2,-5
Cc1ccc(S(=O)(=O)N(C)C[C@@H]2OCCCC[C@@H](C)Oc3ccc(NC(=O)Nc4c(C)noc4C)cc3C(=O)N([C@H](C)CO)C[C@@H]2C)cc1,-3,-2,-11,8,0.0,x,0,-12
COc1ccccc1-c1cnc(C(O)c2cccc(C)c2C)[nH]1 (centres undefined),x,-2,0,14,-0.2,0,-1,x
O=S1(=O)CCO[C@H]2Cc3ccccc3[C@H]2N1Cc1cccc(F)c1,-2,2,0,2,0.0,3,-1,-8
CCS(=O)(=O)N[C@H]1C=C[C@H](CC(=O)Nc2ccccc2)O[C@H]1CO,x,1,-5,21,-0.4,x,x,x
COc1ccc(S(=O)(=O)Nc2cccc3c2O[C@H](CN(C)CC2CCCCC2)[C@H](C)CN([C@H](C)CO)C3=O)cc1,x,x,x,18,0.1,u,x,3
COc1cccc(N2CCN(C(=O)CCc3nnc4ccc(N5CCCC5)nn34)CC2)c1,1,-4,0,-12,0.2,-1,0,0
C[C@@H]1CN([C@@H](C)CO)C(=O)c2cc(NC(=O)Cc3ccccc3)ccc2O[C@@H]1CN(C)Cc1ccc(C(=O)O)cc1,-6,3,-19,6,-0.1,-1,-1,-8
O=C(C[C@H]1C[C@@H]2c3cc(NC(=O)NC4CCCC4)ccc3O[C@@H]2[C@H](CO)O1)NCc1ccc(-c2ccccc2)cc1,-2,-2,-12,-1,0.5,-22,-58,-16
CN(C)C(=O)c1cccc(-c2ccc3c(c2)[C@H]2[C@H](CCN2C(=O)C2CCOCC2)[C@H](CO)N3)c1,-1,-1,5,-4,0.0,18,7,2
Cc1cc(C)n2c(SCC(=O)N(CCC#N)c3ccc4c(c3)OCCO4)nnc2n1,x,5,-14,6,0.5,1,2,20
SMILES,SIRT5 inh,ERAP1 inh,S100A4 MyoIIA,LGR2 inh,XiGFP reactiv,C2C12 statin,Cneo AK release,PGC1a acetyl inh
O=C(NC1(Cc2ccccc2)CCN(CCc2cccs2)C1=O)c1ccccc1 (centres undefined),x,-3,-2,6,0.0,15,-1,0
CN(CC(=O)Nc1ccc(Cl)c(Cl)c1)C(=O)C1CCC1,-4,3,8,-17,0.0,-7,x,8
CN(C)NC(=S)Nc1cccc(C(F)(F)F)c1,-6,2,15,-6,0.1,-6,3,7
Cc1csc(NC(=O)Cc2ccc(Br)cc2)n1,-2,1,-1,-16,0.2,-3,2,-6
CNC[C@@H]1Oc2ccc(NC(=O)NC(C)C)cc2CC(=O)N([C@@H](C)CO)C[C@@H]1C,-4,-2,10,-19,-0.8,-5,1,7
CC(=O)c1cccc(S(=O)(=O)N2CCN(c3nc4cc(C)cc(C)c4cc3C#N)CC2)c1,-5,1,-5,-5,x,x,-3,5
